Bioassay records: PubChem BioAssay, National Center for Advancing Translational Sciences (NCATS)
FUS yeast rescue: qHTS for Suppressors of FUS Proteinopathy: Primary screen using FUS-linked yeast assay. S. cerevisiae FUS-expressing, growth rescue, OD600, 24 h. Potency, µM (series often up to 76.6 µM), for inactives: at the top dose growth rescue (activation), actives largely listed as activators. actives 0.24% (n = 390,000). AID 1347120, 2019;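 also: potency is read from the fitted curve at half-maximal effect; plate controls were DMSO vehicle for no effect and reference control for full effect; nearly all actives have a fitted effect of over 55% in size; some results filed as inactive show a strong effect at the top dose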
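Restored growth of FUS-toxic S. cerevisiae, read as 600 nm absorbance after 24 h at 30C in galactose medium (starting OD 0.005). Controls CP55940 and DMSO.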
pAkt inh: HTS Assay for Inhibitors of Akt Phophorylation: Primary Screen; AID 651550, 2012; Neuro2A IGF-stimulated pAkt S473 HTRF, 20 min; active compounds read low; actives 0.32% (n = 360,000); activity change, % for hits at 50 µM; in the data active = activity change below about -80%; inconclusive = mostly about -51% to -80%; also: % is scaled to controls: 0 for no effect and ±100 for the full control effect
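Neuro2A cells (4,500/well, DMEM with 0.5% FBS) were treated with compound at a single 50 µM final concentration, stimulated with 6 nM IGF for 20 min at 37 °C, and lysed. Phospho-Akt Ser473 was read by HTRF as 665/615 ratio ×10^4.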
TDP43 rescue: qHTS of TDP-43 Inhibitors; TDP-43 expressing yeast growth rescue, BacTiter-Glo, 24 h; Potency, µM (highest dose often 46.1 µM), without a hit: at the highest dose growth rescue (activation), usual class: activators; actives 1.8% (n = 410,000); AID 652104, 2013; also: potency is read from the fitted curve at half-maximal effect; % of control where 0% means no effect; nearly all actives have a fitted effect of over 50% in size
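Luminescence from BacTiter-Glo reports growth of TDP-43-expressing yeast after 24 hr at 30 deg C with compound. Cells were raffinose-pregrown to mid-log, then seeded in galactose medium at OD600=0.02.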
GLP-1R inv ag: qHTS of GLP-1 Receptor Inverse Agonists (Inhibition Mode); HEK293 GLP-1R CRE-luciferase, luminescence, 24 h; GLP-1R form is constitutively active; Potency, µM (top dose mostly 38.3 µM), for inactives: at the highest dose activity change, negative = inhibition, actives largely listed as inhibitors; actives 1.6% (n = 410,000); AID 624417, 2012; also: potency is read from the fitted curve at half-maximal effect; % is scaled to controls: 0 for no effect and ±100 for the full control effect; nearly all actives have a fitted effect of over 55% in size
Target sequence (P43220 whole entry, looked up): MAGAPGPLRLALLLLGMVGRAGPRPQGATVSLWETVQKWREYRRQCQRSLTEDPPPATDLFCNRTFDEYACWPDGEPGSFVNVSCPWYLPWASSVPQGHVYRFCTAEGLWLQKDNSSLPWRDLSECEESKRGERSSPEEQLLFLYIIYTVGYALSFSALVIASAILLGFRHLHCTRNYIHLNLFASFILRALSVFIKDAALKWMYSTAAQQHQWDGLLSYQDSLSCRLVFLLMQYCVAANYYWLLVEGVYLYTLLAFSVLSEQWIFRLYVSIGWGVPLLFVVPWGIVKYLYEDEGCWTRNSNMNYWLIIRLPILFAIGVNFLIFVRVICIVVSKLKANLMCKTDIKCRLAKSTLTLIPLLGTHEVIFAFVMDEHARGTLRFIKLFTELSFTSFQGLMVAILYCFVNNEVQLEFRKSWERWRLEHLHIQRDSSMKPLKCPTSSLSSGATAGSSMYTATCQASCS
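qHTS in 1536-well format: reporter HEK293 cells expressing constitutive GLP-1R activity in DMEM + 10% Nu serum, 24 hr with compounds at 37 deg C, luminescence read after 12 min with detection reagent.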
GLP1R ag: qHTS of GLP-1 Receptor Agonists; Glucagon-like peptide 1 receptor (Homo sapiens), P43220; HEK293 GLP-1R CRE-luciferase, luminescence, 4-6 h; cells express a hypersensitive GLP-1R form; Potency, µM (series often up to 45.6 µM), for inactives: at the top dose activation, hits mostly activators; actives 0.007% (n = 380,000); AID 624172, 2012; also: potency is read from the fitted curve at half-maximal effect; % of control where 0% means no effect
aSyn yeast inh: qHTS of alpha-syn Inhibitors; actives 0.14% (n = 370,000); AID 652106, 2013; Yeast expressing alpha-synuclein, growth rescue, BacTiter-Glo, 24 h; Potency, µM (highest dose often 46.1 µM), without a hit: at the highest dose growth rescue (activation), most hits filed as activators; also: potency is read from the fitted curve at half-maximal effect; % of control where 0% means no effect; nearly all actives have a fitted effect of over 65% in size
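Rescue of yeast growth: cells expressing toxic alpha-synuclein, induced in galactose at OD600 0.02, incubated with compound 24 h at 30 C. ATP luminescence quantified growth; inhibitors of toxicity appear as activators.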
DRD3 antagonist: qHTS of D3 Dopamine Receptor Antagonist: qHTS | D(3) dopamine receptor (Homo sapiens), P35462 | D3R cells, DiscoveRx beta-arrestin luminescence, antagonist mode; active compounds read low | max response, negative = inhibition, % | actives 2.5% (n = 360,000) | AID 652054, 2013; in the data active = max response below about -50%; inconclusive = no clear call, values can overlap the other calls; also: % is scaled to controls: 0 for no effect and ±100 for the full control effect; mostly tested at two doses, the higher about 12 µM
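Cells plated overnight at 1500 cells/well, then exposed to library compounds with dopamine controls for 90 minutes at 37 degrees C. DiscoveRx reagent added for 30–60 minutes at room temperature; luminescence read, quantitative HTS format.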
PTHR1 ag: qHTS for PTHR1 Agonists: Primary Screen; HEK293 GP2 PTHR1 cells, GloSensor cAMP luminescence, 1 h; Potency, µM (titrated, usually from 115 µM), for the others: top-dose activation, most hits filed as activators; actives 0.075% (n = 410,000); AID 743266, 2014; also: potency is read from the fitted curve at half-maximal effect; nearly all actives have a fitted effect of over 55% in size; some results filed as inactive show a strong effect at the top dose; inactives centre near -15; many of its hits are not listed in these tables
Target sequence (Q03431 whole entry, looked up): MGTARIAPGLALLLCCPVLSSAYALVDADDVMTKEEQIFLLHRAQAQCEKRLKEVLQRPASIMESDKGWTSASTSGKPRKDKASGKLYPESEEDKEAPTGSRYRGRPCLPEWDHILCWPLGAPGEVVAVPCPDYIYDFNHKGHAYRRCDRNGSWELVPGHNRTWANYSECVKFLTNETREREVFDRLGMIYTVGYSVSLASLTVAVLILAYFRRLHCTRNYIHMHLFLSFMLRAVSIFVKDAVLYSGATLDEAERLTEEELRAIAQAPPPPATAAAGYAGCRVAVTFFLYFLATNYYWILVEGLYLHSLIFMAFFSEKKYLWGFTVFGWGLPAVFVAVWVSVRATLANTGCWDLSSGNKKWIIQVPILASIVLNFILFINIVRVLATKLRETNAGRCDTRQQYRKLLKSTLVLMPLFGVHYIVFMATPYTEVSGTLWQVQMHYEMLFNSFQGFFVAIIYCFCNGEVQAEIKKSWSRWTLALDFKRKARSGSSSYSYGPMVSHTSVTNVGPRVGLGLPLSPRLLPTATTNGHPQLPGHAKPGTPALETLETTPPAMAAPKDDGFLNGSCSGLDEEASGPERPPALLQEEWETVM
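HEK-293-derived GP2 cells expressing PTHR1 and a GloSensor cAMP reporter, 3,000/well, plated overnight, given luciferin plus IBMX (each 0.5 mM as added) for 1 h at 37 °C, then compound for 1 h at 37 °C. Luminescence was read after 15 min at room temperature.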
Abeta yeast res: qHTS for compounds that reverse cellular toxicity of Amyloid beta (A-beta) peptide in yeast: Primary Screen; actives 0.063% (n = 410,000); yeast expressing A-beta42, growth rescue, OD600, 48 h; response scale: 0% DMSO, 100% iron-clioquinol control; Potency, µM (titrated, usually from 46.1 µM), for the others: at the top dose growth rescue, usual class: activators; AID 1347071, 2019; also: potency is read from the fitted curve at half-maximal effect; nearly all actives have a fitted effect of over 55% in size
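Yeast A-beta toxicity model in growth medium with pinned compounds, 48 h at 30 C; growth read as absorbance at 600 nm. Normalized to FeCl3/clioquinol equimolar mix (positive) and DMSO (negative).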
* hit, by the source's call; i = inactive; ? = inconclusive; . = not tested or not shown; & = joins results of further samples; [ ] = another dose, or the depositor's remark. Unless noted, calls follow the shape of the dose curve; as a rule, active = well fitted curve in the direction sought with a large enough effect; inconclusive = small, poorly fitted or top-dose-only effect, or another doubt; inactive = no such curve, though single readings can be large; an effect the other way counts as inactive or inconclusive. This is a subset; rates above refer to the full screens.

SMILES | FUS yeast rescue | pAkt inh | TDP43 rescue | GLP-1R inv ag | GLP1R ag | aSyn yeast inh | DRD3 antagonist | PTHR1 ag | Abeta yeast res
Cc1cccc(CN2CCc3c([nH]c4ccccc34)C2C(C)(C)C)n1 (configuration not stated) | 8% | i | 3% | ? | -2% | 2% | 0 | i | 8%
COc1ccccc1CC(=O)N1CCN(c2ccccn2)CC1 | -7% | i | -23% | 16% | -17% | 0% | -7 | -20%[57.5 µM] | 16%
COc1ccc(NC(=O)COc2ccc(C)nc2[N+](=O)[O-])cc1S(N)(=O)=O | -6% | i | -5% | 16% | -2% | -5% | -20 | 7% | -8%
O=C(O)CNC(=O)c1ccc(Sc2ccccc2)c([N+](=O)[O-])c1 | 5% | i | 19% | 5% | 0% | 0% | -18 | i | 2%
Cc1ccccc1NC(=O)CSc1ncc2c(n1)-c1ccccc1N(C)S2(=O)=O | -3% | . | 7% | 1% | . | . | . | 12% | -16%
COCCCNC(=O)c1oc2ccc(S(=O)(=O)N(C)C3CCCCC3)cc2c1C | 34% | i | -2% | ? | 3% | 7% | 11 | -6%[57.5 µM] | 2%
Cc1nnc(NC(=O)C2CCN(S(=O)(=O)c3ccc(Cl)cc3)CC2)s1 | 9% | i | -20% | 25% | 1% | -1% | -1 | -2% | -8%
COc1cc(C(C)=O)ccc1OCC(O)CN1CCN(c2ccc(F)cc2)CC1 (configuration not stated) | 11% | i | . | 4% | 7% | 4% | ? | i | 13%
Cn1c(=O)oc2cc(S(=O)(=O)N3CCC(C(=O)Nc4ccc(OC(F)(F)F)cc4)CC3)ccc21 | 14% | i | -5% | 0% | -10% | 3% | 20 | -20% | 12%
COc1ccc(CNC(=O)Cc2cn(C)c3ccccc23)c(OC)c1 | 13% | i | 9% | -14% | 5% | 11% | 3 | -4% | 5%
CCOC(=O)N/N=C\c1ccc(OC(=O)c2ccc3c(c2)OCO3)cc1 | 1% | i | -14% | 10% | 10% | 1% | 3 | i | 0%
Cc1ccc(Nc2nnc(SC/C(O)=C(\C#N)c3nc4ccccc4[nH]3)s2)c(C)c1 | . | i | 5% | -16% | -7% | 2% | 18 | -5% | 7%
CCOc1ccc(Oc2ccc(Cl)cc2N)cc1 | 11% | i | -2% | ? | 0% | 4% | 2 | -21% | 29%
Cc1ccc(NC(=O)C2CCCN(S(=O)(=O)c3cccc4cccnc34)C2)cc1 (configuration not stated) | 15%&27% | i | 13%&5% | ? | 3% | 8% | 17 | -2%&-19% | 2%&3%
CC(NC(=O)c1cc(=O)[nH]c2ccccc12)c1ccccc1 (configuration not stated) | 11% | i | -3%[9.22 µM] | 2%[7.66 µM] | 4% | 0% | -8 | -18% | -5%
O=C(Nc1ccc(S(=O)(=O)N2CCC(C(=O)NC3CCCCC3)CC2)cc1)c1ccco1 | 7% | i | 12% | 2% | 4% | 4% | 23 | i | 9%
NS(=O)(=O)c1ccc(CNC(=O)Cc2ccc(S(=O)(=O)N3CCOCC3)s2)cc1 | 4% | i | -19% | 27% | 3% | 6% | 1 | i | -7%
CCOC(=O)C1(Cc2ccc(Cl)cc2)CCN(C(=O)c2cnc(C)cn2)CC1 | -2% | i | -2% | -18% | -1% | 2% | -11 | -19% | -16%
Cc1ccc(OCCCCN2CCC(C)CC2)c(Br)c1 | . | i | -15% | 0% | 9% | -4% | -96* | -26% | -8%
O=C(Cc1cn2ccsc2n1)OCc1nc2ccccc2s1 | 11% | i | 21% | 38%[activator] | 1% | -6% | 1 | -8% | 6%

The final four compounds of the section above lead into the next.
SMILES | FUS yeast rescue | pAkt inh | TDP43 rescue | GLP-1R inv ag | GLP1R ag | aSyn yeast inh | DRD3 antagonist | PTHR1 ag | Abeta yeast res
NS(=O)(=O)c1ccc(CNC(=O)Cc2ccc(S(=O)(=O)N3CCOCC3)s2)cc1 | 4% | i | -19% | 27% | 3% | 6% | 1 | i | -7%
CCOC(=O)C1(Cc2ccc(Cl)cc2)CCN(C(=O)c2cnc(C)cn2)CC1 | -2% | i | -2% | -18% | -1% | 2% | -11 | -19% | -16%
Cc1ccc(OCCCCN2CCC(C)CC2)c(Br)c1 | . | i | -15% | 0% | 9% | -4% | -96* | -26% | -8%
O=C(Cc1cn2ccsc2n1)OCc1nc2ccccc2s1 | 11% | i | 21% | 38%[activator] | 1% | -6% | 1 | -8% | 6%
Cc1ccc2nc(-c3cccnc3)c(NC3CCCC3)n2c1 | . | i | -21% | -10% | 4% | -8% | -1 | i | 0%
Cc1cc(C)c(-n2nnnc2SCC(=O)c2cccs2)c(C)c1 | 1% | i | -12% | 13µM* | 10% | 3% | 1 | i | -10%
COc1ccc(NC(=O)c2cccc(NC(=O)c3ccccc3)c2)cc1 | 0% | i | -6% | -2% | -4% | -8% | 7 | 19% | -6%
O=c1c2ccccc2nc2n1CCS2(=O)=O | 29% | i | -6%[1.82 µM] | -2% | -1% | -1% | ? | i | 3%
CCc1ccc2nc(Nc3ccc(OC)cc3OC)c(C#N)cc2c1 | 14% | i | -23% | 13% | 14% | -10% | 18 | i | 0%
COc1cccc(C#CC2=CC(=O)C[C@H](c3ccc(F)cc3)C2)c1 | 11% | i | ? | ? | 4% | -2% | -11 | -7% | 0%
OC1(c2ccc(Cl)cc2)CCN(Cc2nc(-c3cnccn3)no2)CC1 | -9% | i | 5% | -14% | 0% | 7% | 5 | i | 3%
CCc1ccc(/C(C)=N/Nc2cc(Cl)nc(C)n2)cc1 | 21% | i | -10% | 0% | 10% | -9% | 19 | i | -5%
COc1ccc(/C=C/C(=O)NCCCNC(=O)/C=C/c2ccc(OC)c(OC)c2)cc1OC | 18% | i | -2% | 24% | 10% | 2% | 11 | 0% | 8%
Cc1nc2ccccn2c1/C(O)=C1\C(=O)C(=O)N(CCN2CCOCC2)C1c1cccnc1 (configuration not stated) | 16% | i | -17% | 1% | 6% | -13% | -6 | i | 8%
CCOc1cc(CNCCSc2nnnn2C)cc(Br)c1OCc1ccccc1 | 13% | i | 1% | 5.6µM* | 6% | 10% | 66 | -25%[57.5 µM] | 0%
CCN(CC)C(=O)CSc1nnc(CCCCCNC(=O)OC(C)(C)C)o1 | 16% | i | 8% | 0% | -4% | 1% | -7 | -5% | -10%
O=C(O)c1ccc(NCc2cccnc2)cc1 | 17% | i | -6% | 5% | 1% | 3% | -11 | -2%[57.5 µM] | -12%
CS(=O)(=O)N(CC(=O)N1CCN(Cc2ccccc2)CC1)c1cccc(F)c1 | -2% | i | -5% | -16% | 3% | -1% | 7 | -8% | 1%
COc1cc(OC)c(N(C)C(=O)c2cc3c(=O)oc4ccccc4c3s2)cc1Cl | -6% | . | 15% | 11% | 0% | . | . | i | -6%
COc1ccc(S(=O)(=O)N2CCc3ccccc32)cc1C(=O)NCc1ccco1 | 37% | i | -24% | -19% | 10% | -2% | 20 | -38%[inhibitor] | -5%
COc1ccc(CN2CCNC(=O)C2CC(=O)N(C)CCC2CCOCC2)cc1OC (configuration not stated) | 0% | i | -6% | 5% | 4% | -12% | 7 | -2% | 5%
CCOc1ccc(NC(=O)CSc2oc(-c3cccs3)nc2S(=O)(=O)c2ccc(Cl)cc2)cc1 | 3% | . | 19% | 10% | . | . | . | -23% | -8%
CC(OC(=O)CCN=C1NS(=O)(=O)c2ccccc21)C(=O)N(C)C1CCCCC1 (configuration not stated) | 8% | i | 11% | 4% | -4% | 2% | 1 | -22% | -2%
CN(CC(=O)Nc1ccc(F)c(F)c1F)C(=O)C1=COCCO1 | -11% | i | 7% | 4% | -5% | 4% | 3 | i | 6%

Record cards, from the list above. Values in the order: FUS yeast rescue	pAkt inh	TDP43 rescue	GLP-1R inv ag	GLP1R ag	aSyn yeast inh	DRD3 antagonist	PTHR1 ag	Abeta yeast res
Shown for `CS(=O)(=O)N(CC(=O)N1CCN(Cc2ccccc2)CC1)c1cccc(F)c1` → -2%	i	-5%	-16%	3%	-1%	7	-8%	1%
Shown for `COc1cc(OC)c(N(C)C(=O)c2cc3c(=O)oc4ccccc4c3s2)cc1Cl` → -6%	.	15%	11%	0%	.	.	i	-6%

Records above marked active in DRD3 antagonist:
| structure | pAkt inh | GLP-1R inv ag | GLP1R ag | DRD3 antagonist | PTHR1 ag |
| --- | --- | --- | --- | --- | --- |
| Cc1ccc(OCCCCN2CCC(C)CC2)c(Br)c1 | i | 0% | 9% | -96* | -26% |

Going on with the list.
SMILES | FUS yeast rescue | pAkt inh | TDP43 rescue | GLP-1R inv ag | GLP1R ag | aSyn yeast inh | DRD3 antagonist | PTHR1 ag | Abeta yeast res
Cn1nc(C(=O)OCC(=O)Nc2ccc(S(N)(=O)=O)cc2)c2ccccc2c1=O | -3% | i | -12% | 4% | 0% | 15% | 13 | i | 20%
COc1ccc(/C=N/Nc2nnc(Cc3ccc(OC)c(OC)c3)c(=O)[nH]2)cc1 | . | i | -12% | 1% | -17% | -5% | 3 | -15% | 2%
O=C1c2[nH]nc(-c3ccccc3O)c2C(c2ccccc2)N1Cc1ccco1 (configuration not stated) | 29% | i | 15% | ? | 2% | 4% | ? | -23% | 24%
C/C=C/c1ccc(OCCn2nnc3ccccc32)c(OC)c1 | 6% | i | ? | ? | 23% | 0% | 20 | -35% | 7%
Cc1ccc(C(=O)N2CCOCC2)cc1S(=O)(=O)N1CCCC1 | . | i | 11% | 10% | 0% | -1% | 8 | i | 8%
O=S(=O)(c1cc(Cl)ccc1Br)N1CCOCC1 | 12% | . | 15% | 0% | -1% | -5% | 6 | i | 0%
